Pf apPOL block – Pf-apPOL inhibitors, biochemical, fluorescence; Recombinant Pf-apPOL, molecular beacon fluorescence, 1.5 h; 210,000 compounds, 0.25% hits; inhibition, % at 10 µM
mHTT CaM bind – mutant huntingtin-calmodulin interaction inhibitors – biochemical, AlphaScreen, primary screen; P42858; AlphaScreen His-mHTT/GST-CaM binding, luminescence; inhibition, % at 15 µM; 190,000 compounds, 3.6% hits; AID 1671202, 2021;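 also: 0% = both proteins with DMSO and 100% = one protein alone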
* marks the source's active call; other numbers are inactive results; · = not tested or not shown. Rule as the data show it: active = inhibition above about 50%; inactive = the rest.

SMILES	Pf apPOL block	mHTT CaM bind
Cc1cc(C2CCCN2C(=O)c2cc(-c3ccc4c(c3)OCO4)on2)no1 (stereo not given)	-2	-3
COc1ccc(C(=O)N2CCC3(CC2)NC(=O)N(Cc2ccc(F)cc2)C3=O)cc1	-2	4
CCNC(=O)c1c(NC(C)=O)sc2c1CCCC2	-12	3
Cn1ncc2c(NNS(=O)(=O)c3cc(C(F)(F)F)cc(C(F)(F)F)c3)ncnc21	2	·
O=C(Nc1nc2c(s1)CN(S(=O)(=O)C=Cc1ccccc1)CC2)c1cnccn1	24	71*
Cc1nc(C)c(C(=O)NNC(=O)COc2ccc(Cl)cc2Cl)s1	-13	·
CCOC(=O)N1CCN(C(=O)C2CCN(Cc3ccc(OC)cc3)CC2)CC1	-4	15
Cn1nc(-c2ccc(C=C(C#N)S(=O)(=O)c3ccc(C(F)(F)F)cn3)s2)cc1C(F)(F)F	-13	·
CC1=NN(c2ccccc2)C(=O)/C1=C/N(S)C(C)(C)C	·	3
CCCCCCCC(=O)N[C@H]1CC[C@@]23CCCN2C(=O)CCC[C@H]3[C@H]1CCC	-2	3
Nc1ccc(OC(F)(F)C(F)F)c(N)c1	-11	18
O=C(Nc1nnc(Cc2ccc(Cl)cc2Cl)s1)c1ccc(F)cc1	1	-3
O=C(NCc1ccccc1)c1ccc(CSCc2ccccc2Cl)o1	-12	-15
O=C(Nc1ccccc1C(=O)NCc1ccco1)c1ccco1	-2	-2
O=C(c1ccccc1F)N1CCN(S(=O)(=O)c2ccccc2[N+](=O)[O-])CC1	-8	2

Six consecutive records out of the list so far, for reference:
SMILES	Pf apPOL block	mHTT CaM bind
CCCCCCCC(=O)N[C@H]1CC[C@@]23CCCN2C(=O)CCC[C@H]3[C@H]1CCC	-2	3
Nc1ccc(OC(F)(F)C(F)F)c(N)c1	-11	18
O=C(Nc1nnc(Cc2ccc(Cl)cc2Cl)s1)c1ccc(F)cc1	1	-3
O=C(NCc1ccccc1)c1ccc(CSCc2ccccc2Cl)o1	-12	-15
O=C(Nc1ccccc1C(=O)NCc1ccco1)c1ccco1	-2	-2
O=C(c1ccccc1F)N1CCN(S(=O)(=O)c2ccccc2[N+](=O)[O-])CC1	-8	2

The results go on:
SMILES	Pf apPOL block	mHTT CaM bind
COc1cccc2cc(C(=O)Nc3ccc(Cl)cc3Cl)c(=O)oc12	-73	-2
O=C(Nc1ccc(F)c(F)c1)c1cc(S(=O)(=O)NC2CCCCCC2)ccc1F	1	23
CC1(C)CC(NC(=O)c2ccc(I)o2)CC(C)(C)N1	-4	-1
O=C(NCC(=O)N1CCOC(c2ccccc2)C1)C(=O)NC1CCCCCC1 (stereo not given)	-5	-11
COCCNc1nc(SCC(=O)Nc2cc(C)[nH]n2)nc2ccccc12	-3	7
COCCCNC(=O)CCC(=O)N1CCCn2nc(C)cc21	1	-9
O=C1OC(c2ccc(F)cc2)=N/C1=C\c1ccc(F)cc1	-4	-4
Cc1ccc(OCC(=O)N2CCCC2c2nc(-c3cccc(C)c3)no2)cc1 (stereo not given)	0	80*
Cc1ccc2cccc(OC(=O)N3CCCCCC3)c2n1	-1	-1
Clc1ccc(Cl)c(-c2ccc(CNCC3CCCO3)o2)c1 (stereo not given)	-2	0
Cc1cccc(NC(=O)Cn2nc(N3CCCC3)c3ccccc3c2=O)c1C	-2	2
CCC1C(=O)CC(c2ccccc2)NC1c1ccccc1 (stereo not given)	-7	-29
CCOc1ccc(CC(=O)O)cc1OCC	-5	1
COc1ccc(C(=O)NCCS(=O)(=O)NCc2cccnc2)cc1	0	-7
CN(C)Cc1c(O)ccc2c1OC(=Cc1ccccc1Cl)C2=O	-7	4
CC(=O)c1cccc(NC(=O)c2ccc(Br)c(S(=O)(=O)N3CCCCC3)c2)c1	8	13
COc1ccc(C=C2Oc3c(ccc(OC)c3C)C2=O)c(OC)c1	0	1
COc1ccc(N2CCN(C(=O)COc3ccc(Cl)cc3)C(C)C2=O)cc1 (stereo not given)	-3	-4
CC1CCN(c2ncc3c(n2)CCC(C(=O)NCCc2ccncc2)C3)CC1 (stereo not given)	-5	0
O=C(Nc1cc(Cl)c(-n2cccc2)cc1Cl)c1ccc(Cl)cc1	7	·
COc1cccc(-c2cc(C(F)(F)F)nc(-n3ccc([N+](=O)[O-])n3)n2)c1	1	1
O=C(OCc1cn([C@@H]2CN(CC3CCCCC3)[C@@H](c3ccccc3)C[C@H]2O)nn1)c1ccccc1	-3	0
CCOc1ccc2nc(C(=O)N3CCCCCC3)sc2c1	-1	-16
O=C(COc1ccc(F)cc1)NCCCn1cccc1	-15	22
COC(=O)c1ccc(C(=O)Nc2nc(-c3ccc(OC)c(OC)c3)cs2)cc1	-2	10
O=S(=O)(CCN1CCOCC1)c1ccc(Cl)cc1	-2	·
COCCn1c(=N)c(C(=O)NC(C)c2ccccc2)cc2c(=O)n3ccccc3nc21 (stereo not given)	-11	5
CC1(C)OC2OC(C(=O)Nc3cccc(F)c3)C3OC(C)(C)OC3C2O1 (stereo not given)	2	-2
CC(C)CCNC(=O)CN1C(=O)/C(=C/c2ccccc2F)Sc2ccccc21	-18	-15
O=C(Nc1ccccc1Oc1ccccc1)c1c(F)c(F)c(F)c(F)c1F	0	-16
COc1ccc(N(C(C)C(=O)N2CCN(c3ccc(F)cc3)CC2)S(C)(=O)=O)cc1 (stereo not given)	-10	10
COc1ccc(C2CC(=O)C3=C(C2)Nc2ccccc2NC3c2ccncc2)cc1 (stereo not given)	0	5
CCc1ccc(S(=O)(=O)N=C2C=CC(=O)C(Br)=C2)cc1	-3	72*
COc1ccc(CCCC(=O)Nc2cc(F)ccc2C)cc1	-4	1
N#Cc1ccc(N2C(=O)C3C4C=CC(O4)C3C2=O)cc1 (stereo not given)	-5	-2
CN(C)c1ccc(-c2nc3n(n2)C(c2cccnc2)C2=C(CCCC2=O)N3)cc1 (stereo not given)	-2	14
CCc1cccc(C)c1NC(=O)CN1C(=O)NC2(CCCCC2)C1=O	-5	4
Cc1ccc(S(=O)(=O)n2ccc3c([N+](=O)[O-])cc([N+](=O)[O-])cc32)cc1	-3	45
CC(=O)Nc1ccc(SC[C@H](C)CN2CC[C@H](C(C)(C)C)CCC2=O)cc1	-6	18
CN(C)CCN(C)Cc1ccccc1O	-3	0
Cn1c(=O)c2c(ncn2CC(=O)Nc2nc3ccccc3s2)n(C)c1=O	8	4
CCc1cc2c(=O)c(-c3ccc4c(c3)OCO4)c(C(F)(F)F)oc2c(CN(C)C)c1O	4	0
CC(=O)CSc1nc2c(c(=O)[nH]c(=O)n2C)n1Cc1ccccc1Cl	3	-1
COc1cc(C(=O)O)ccc1O	5	·
O=C(N1CCCC(c2nnc(-c3cccs3)o2)C1)C1(c2ccccc2)CCOCC1 (stereo not given)	-6	-10
Cc1cc(C=Nc2ccc(N3CCOCC3)cc2)c(O)c([N+](=O)[O-])c1	-1	-3
COc1ccc(C)cc1NC(=O)Cn1nc(C(=O)N2CCN(C)CC2)cc1C	-9	-3
NS(=O)(=O)c1ccc(NC(=O)Nc2ccc(C(F)(F)F)cc2)cc1	-7	·
CC(=O)Oc1ccc(N(C(C)=O)S(=O)(=O)c2ccccc2)cc1	-3	-4
CC(=O)Nc1ccc(S(=O)(=O)Nc2cc(C(=O)O)cc(C(=O)O)c2)cc1	-1	-6
Cc1cccc(-c2noc(C3CCCN3S(=O)(=O)c3ccc(C)c(C)c3)n2)c1 (stereo not given)	4	-16
CCOc1ccc(CC2SC(=N)NC2=O)cc1 (stereo not given)	-3	5
CC(C)C(=O)Nc1c(-c2ccc(Cl)cc2)nc2ccccn12	-1	21
O=C(NCc1cccs1)c1ccc2nccnc2c1	-3	·
CC(C)(C)c1ccc(C(=O)N2CCN(c3nc(CN4CCCC4)cs3)CC2)cc1	-2	37
COCCNC(=O)c1ccc2snnc2c1	-2	-2
COc1cccc(-c2nc(-c3cccnc3)no2)c1	-8	-13
O=C(O)CCSc1nc2ccccc2n1Cc1ccccc1	-7	-3
COc1ccc(C(=O)Nc2c3c(nn2-c2cccc(Cl)c2)CS(=O)C3)cc1OC (stereo not given)	-30	13
Cn1nc(-c2nc(Cc3ccccc3)no2)c2c1CCN(C(=O)C1CC1)C2	-2	-1

Entries from the list above containing a CF3 group:
SMILES	Pf apPOL block	mHTT CaM bind
Cn1ncc2c(NNS(=O)(=O)c3cc(C(F)(F)F)cc(C(F)(F)F)c3)ncnc21	2	·
Cn1nc(-c2ccc(C=C(C#N)S(=O)(=O)c3ccc(C(F)(F)F)cn3)s2)cc1C(F)(F)F	-13	·
COc1cccc(-c2cc(C(F)(F)F)nc(-n3ccc([N+](=O)[O-])n3)n2)c1	1	1
CCc1cc2c(=O)c(-c3ccc4c(c3)OCO4)c(C(F)(F)F)oc2c(CN(C)C)c1O	4	0
NS(=O)(=O)c1ccc(NC(=O)Nc2ccc(C(F)(F)F)cc2)cc1	-7	·

(cont.)
SMILES	Pf apPOL block	mHTT CaM bind
Cc1ccc(S(=O)(=O)N2CCN(c3ccc([N+](=O)[O-])c(N4CCN(C)CC4)c3)CC2)cc1	-4	27
O=C(NCC(O)C1CCCCC1)NC1CCCCC1 (stereo not given)	-4	-12
CCCCC[C@H]1CN(C2CCCCC2)C(=O)[C@@H]1CC(=O)NCc1ccccc1	-7	38
CCOc1cc(OCC)cc(C(=O)Nc2ccc(-c3nc4ncccc4o3)cc2)c1	0	4
COc1cc(/C=C2\C(=O)NN(c3ccc(I)cc3)C2=O)cc(OC)c1O	-3	61*
O=c1nc2s/c(=C\c3ccccc3Br)c(=O)n2nc1Cc1ccccc1	12	6
O=C(c1c(F)c(F)c(F)c(F)c1F)N1CCN(Cc2ccc3c(c2)OCO3)CC1	-3	1
O=C1NC(=S)N/C1=C\c1cc(Br)cc(Br)c1O	·	43
COc1ccc(C)cc1NC(=O)N1CCCC(C)(C(=O)NCc2ccc(C)cc2)C1 (stereo not given)	-9	-7
O=C(COc1cccc(Cl)c1)Nc1ncn[nH]1	-4	19
CCCn1cnc2c(-c3ccc(Br)cc3)csc2c1=O	-14	-24
O=C(Nc1ccc(Cl)c(-c2nc3ncccc3o2)c1)c1cccc(F)c1	4	28
Cc1ccc(NS(=O)(=O)c2ccc3nc(-c4ccccc4)[nH]c3c2)cc1Cl	15	3
Cc1cccc(CNC(=O)C2CCc3sc(C(=O)N4CCCC4)cc3C2)c1 (stereo not given)	0	3
CCCC1CCCCNC1=O (stereo not given)	-14	0

Continued (7 carried over from the part before).
SMILES	Pf apPOL block	mHTT CaM bind
COc1ccc(C)cc1NC(=O)N1CCCC(C)(C(=O)NCc2ccc(C)cc2)C1 (stereo not given)	-9	-7
O=C(COc1cccc(Cl)c1)Nc1ncn[nH]1	-4	19
CCCn1cnc2c(-c3ccc(Br)cc3)csc2c1=O	-14	-24
O=C(Nc1ccc(Cl)c(-c2nc3ncccc3o2)c1)c1cccc(F)c1	4	28
Cc1ccc(NS(=O)(=O)c2ccc3nc(-c4ccccc4)[nH]c3c2)cc1Cl	15	3
Cc1cccc(CNC(=O)C2CCc3sc(C(=O)N4CCCC4)cc3C2)c1 (stereo not given)	0	3
CCCC1CCCCNC1=O (stereo not given)	-14	0
COc1ccc(C(C)(C)C)cc1NC(=O)OC[C@@H]1CSCCS(=O)(=O)N1	-6	-12
CCOc1ccc(CC(=O)NC2(c3nc(CC)no3)CCCCC2)cc1	3	-10
Cc1cc(O)c(CN(C)Cc2ccccc2)c2c1C(=O)C(=Cc1ccncc1)O2	4	12
CCC(=O)N(C)CC(=O)N1N=C(c2ccccc2Cl)CC1c1ccccc1Cl (stereo not given)	0	60*
CC(Cl)C(=O)N1CCN(c2nccc(-c3ccc(C(C)(C)C)cc3)n2)CC1 (stereo not given)	2	-3
COc1ccc(/C=C2\C(=O)Nc3ccc(F)cc32)cc1OC	-8	40
FC(F)(F)c1cccc(-c2nnc3cccc(Cl)n23)c1	0	-2
Nc1cccc(NC(=O)c2ccc(Cl)cc2Cl)c1	-1	4
Cn1ccnc1SCc1ccc(Br)cc1	-14	8
Cc1cc(OCCCN2CCN(C)CC2)ccc1C(C)C	-11	4
CC(=O)C1=C(O)C(=O)N(CC(=O)O)C1c1ccccc1 (stereo not given)	-3	4
COc1ccc(C2C(C(=O)Nc3ccccc3)=C(C)Nc3nc(CCCO)nn32)cc1 (stereo not given)	3	-2
COCCNC(=O)c1cc2nc(-c3ccc([N+](=O)[O-])cc3)cc(C(F)(F)F)n2n1	-4	-5
COc1ccc(CCNC(=O)C2c3ccccc3C(=O)N2Cc2ccc(C)cc2)cc1OC (stereo not given)	-9	27
C=CCN1[C@@H](Cc2ccccc2)COCCS1(=O)=O	-6	-2
COCCNC(=O)c1ccc(-c2nc(-c3ccccc3)no2)cc1	-8	-7
O=C(Nc1cc(C(F)(F)F)cc(C(F)(F)F)c1)NS(=O)(=O)c1ccc(Cl)cc1	12	·
Cc1ccc([N+](=O)[O-])cc1NC(=O)C1C2/C=C\CCCCC21 (stereo not given)	2	-7
O=c1/c(=C/c2ccc(F)cc2)sc2nc(-c3ccccc3)nn12	3	-5
CCOc1ccc(NC(=O)c2ccc(-c3ncccc3NC(C)=O)cc2)cc1	6	2
CCCc1oc2cc(O)c(CC)cc2c(=O)c1-c1ccc2c(c1)OCCCO2	-3	-3
c1ccc(-c2ccccc2OCCCN2CCOCC2)cc1	-4	-7
CCOC(=O)C1CCN(C(=O)C2CCCN(c3ncccc3-c3noc(CC)n3)C2)CC1 (stereo not given)	-3	0
COc1ccc(N2C(=O)CC(NC34CC5CC(CC(C5)C3)C4)C2=O)cc1 (stereo not given)	-2	-2
N#Cc1cccc(NC(=O)N2CCC(c3cc(N)on3)CC2)c1	-1	-22

Compound activity from PubChem.
